Compound activity as filed in PubChem BioAssay.
Salmonella PhoP GFP = PhoP regulon inhibitors, Salmonella typhi PhoP promoter GFP reporter, confirmatory (AID 1850); Salmonella Typhi PhoP-promoter GFP reporter, fluorescence, 4 h; higher % means a stronger effect; one-dose inhibition, % at 50 µM; IC50 in µM for titrated hits; 310,000 compounds, 0.33% hits; in the data active = a potency from the dose series; inconclusive = inhibition mostly from about 25% at the one dose, without a potency; inactive = the rest, 99 in 100 with inhibition below about 19%;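 also: 0% = induced wells with vehicle and 100% = uninduced wells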
H1N1 NS1A inhibition = H1N1 influenza NS1A inhibitors, functional cell based assay (AID 504329) | NS1A functional cell-based assay, percent inhibition; higher % means a stronger effect | inhibition, % at 12.5 µM, or IC50 in µM where a hit was titrated | 340,000 compounds, 0.3% hits; in the data active = a potency from the dose series; inconclusive = inhibition above about 27% without an active follow-up result; also: strong numbers were not always called active
inhibitors of VEEV = inhibitors of VEEV TC-83 cytopathic effect, confirmation, Vero cells (AID 588727); Vero cells, VEEV TC-83 cytopathic effect inhibition; higher % means a stronger effect; inhibition, % at 20 µM; hits with a dose series show IC50 in µM; 350,000 compounds, 0.13% hits; in the data active = a potency from the dose series; inconclusive = inhibition mostly from about 14% at the one dose, without a potency; inactive = the rest, 99 in 100 with inhibition below about 12%; also: strong numbers were not always called active
tuberculosis growth = growth inhibition of non-replicating M. tuberculosis (AID 488890). Mycobacterium tuberculosis non-replicating, growth inhibition; higher % means a stronger effect. one-dose inhibition, % at 25 µM; IC50 in µM for titrated hits. 320,000 compounds, 0.39% hits; in the data active = a potency from the dose series; inconclusive = inhibition mostly from about 82% at the one dose, without a potency; inactive = the rest, 99 in 100 with inhibition below about 76%;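 also: plate controls were DMSO cells for no effect and high antibiotic wells for full effect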
M. tuberculosis HTS = M. tuberculosis growth inhibition, HTS (AID 449762); M. tuberculosis H37Rv growth inhibition, 7H9 media; higher % means a stronger effect; inhibition, % at 25 µM; hits with a dose series show IC50 in µM; 330,000 compounds, 0.59% hits; in the data active = a potency from the dose series; inconclusive = inhibition above about 70% without an active follow-up result;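 also: bacterial growth assessed after seven days of incubation; strong numbers were not always called active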
inhibitors of VEEV 10K pilot screen = recorded beside inhibitors of VEEV, whose call it bears; inhibition, %; measured here: 10K pilot screen inhibition
Starred values were filed as active, the others as inactive; i = inactive; ? = inconclusive; . = not tested or not shown; & = joins results of further samples.

SMILES	Salmonella PhoP GFP	H1N1 NS1A inhibition	inhibitors of VEEV	tuberculosis growth	M. tuberculosis HTS	others
CCN(CC)CCCNC(=O)c1cc(Nc2ccc(OC)cc2)nc2ccccc12	-15.8%	-6.3%	0.2%	-4.8%	-0.9%
CC(=O)Nc1ccc(NC(=O)c2ccc([N+](=O)[O-])cc2Cl)cc1	18.7%	-3.1%	i	16.8%	-3.7%
COc1cccc(CN2CCNC(=O)C2CC(=O)NC2CCCC2)c1OC (centres undefined)	-4.2%	26.6%	0.5%	25.5%	-11.2%
O=[N+]([O-])c1cccc(CN2CCN(c3ncccn3)CC2)c1	-7.2%	1.0%	4.6%	6.9%	2.5%
CCN1CCC[C@H]1CNC(=O)c1c(O)c(Cl)cc(Cl)c1OC	2.5%&-6.1%	-5.8%	1.6%	-13.0%&0.8%	-6.0%&3.1%
CC(C)CC(=O)N/N=C/c1c(N)n(C)c(=O)n(C)c1=O	-0.3%	1.8%	i	2.5%	-1.2%
CCCCC(=O)NC1(C(F)(F)F)C(=O)N(Cc2ccco2)C(C)=C1C(=O)OC (centres undefined)	21.0%	9.6%	i	9.1%	3.2%
COc1ccc(CCNC(=O)c2cnn3c(C(F)F)cc(C)nc23)cc1OC	-9.4%	1.7%	1.7%	.	-4.0%
Cc1ccc(CNC(=O)C2CCCN(S(=O)(=O)N3CCC(C)CC3)C2)cc1 (centres undefined)	6.0%	-4.2%	0.2%	28.6%	-3.5%
O=C(CNC(=O)c1cccs1)OCC(=O)c1ccccc1	-0.9%	1.1%	1.4%	-6.7%	5.0%
C(=N\Nc1nc(Nc2ccccc2)nc(Nc2ccccc2)n1)/c1cccnc1	-3.8%	1.5%	9.8%	45.2%	11.1%
Cc1nn(C)c(C)c1CNC(=O)c1nn2c(c1Cl)NC(c1cccs1)CC2C(F)(F)F (centres undefined)	-2.5%	-6.1%	0.1%	4.4%	4.0%
CC(NCc1cccs1)C(=O)NC1CCCCC1 (centres undefined)	-2.4%	-14.7%	i	-4.5%	-2.2%
O=C(NCC1COc2ccccc2O1)c1cc2ccccc2o1 (centres undefined)	-16.0%	-13.6%	i	43.5%	-0.5%
COc1ccc(/C=C/C(=O)C2(O)CCCCC2)cc1OC	14.7%	1.9%	4.9%	12.7%	0.1%
Cc1ccc(C(C)C)c(OCCN(C)C)c1	1.5%	-6.6%	1.3%	14.0%	-0.4%
Cc1ccc(C)c(OCC(=O)O/N=C(\N)c2cccnc2)c1	-3.4%	-0.5%	4.1%	25.4%	2.8%
COc1ccc(C2c3cc(OC)c(OC)cc3CCN2C(=O)c2ccccc2)cc1OC (centres undefined)	-2.8%	3.4%	3.2%	10.9%	4.8%
CCC(=O)N(C)CCc1cc2c(c(OC)c1/C=N/NC(=O)c1ccccc1O)OCO2	11.2%	-4.4%	1.7%	19.9%	-0.7%
CN1CCN(CCCNC(=O)Cn2ncc3c4ccccc4n(C)c3c2=O)CC1	.	8.7%	0.9%	.	-4.8%
O=C(NCCN1CCN(Cc2ccccc2)CC1)c1cc2c(=O)[nH]c3ccccc3c2s1	1.2%	2.5%	?	?	?
CC(NC(=O)c1ccccc1F)c1nnc(SCC(=O)Nc2nnc(C3CC3)s2)n1C (centres undefined)	-10.6%	-2.5%	i	-10.0%	42.6%
Cc1ccc(N2C(=O)C(Cl)=C(N3CCCCCC3)C2=O)c(C)c1	-9.1%	-12.9%	2.8%	20.1%	12.5%
COc1ccc(C2=[N+](C)CCn3cccc32)c(OC)c1	2.0%	1.2%	i	25.5%	5.4%
COc1ccc2c(c1)C(c1cccs1)=NNC(c1ccncc1)=N2	5.2%	-3.3%	i	26.3%	-16.9%
Carrying on.
SMILES	Salmonella PhoP GFP	H1N1 NS1A inhibition	inhibitors of VEEV	tuberculosis growth	M. tuberculosis HTS	others
c1cc2c(cc1C1CCCCC1)c1c3n2CCCNC3CCC1 (centres undefined)	31.2µM*	25.9%	i	?	?
Cc1ccccc1C1=NC(C(F)(F)F)(C(F)(F)F)c2c(n(-c3ccc(F)cc3)c(=O)[nH]c2=O)N1	-0.6%	-5.5%	0.9%	10.2%	-1.4%
COc1ccc(OC)c(S(=O)(=O)Nc2ccccc2C(F)(F)F)c1	7.9%	-3.0%	1.2%	4.1%	-2.0%
COc1ccc(NS(=O)(=O)c2cccc(C(=O)NCCCN3CCCC3=O)c2)cc1	4.4%	-2.9%	0.6%	-2.1%	-0.9%
CN(CC1COc2ccccc2O1)c1nc(-c2cccnc2)nc2ccccc12 (centres undefined)	-8.9%	6.2%	6.0%	-1.0%	?
COc1ccccc1N1CN(Cc2ccccc2)CNC1=S	-13.4%	9.5%	i	11.1%	4.1%
O=C(CNS(=O)(=O)c1ccc2ccccc2c1)Nc1ccc(F)c(F)c1F	.	-11.7%	0.7%	22.2%	-1.4%
Cn1cc(CN2CCC(C(O)c3cccs3)CC2)c(-c2cccc(Cl)c2)n1 (centres undefined)	15.3%	-3.6%	i	23.0%	-0.3%
CCc1ccc(OC(=O)Cc2ccc(OC)c(S(=O)(=O)N3CCOCC3)c2)cc1	.	-2.9%	1.6%	13.8%	4.2%
COc1ccccc1-n1c(N)c(C(N)=O)sc1=S	-15.1%	-13.9%	0.8%	2.8%	-2.5%
Cc1nn(-c2ccccc2)c2sc(C(=O)NNC(=O)COc3ccccc3)cc12	-9.4%	1.9%	i	11.4%	-0.2%	inhibitors of VEEV 10K pilot screen=2.0
Nc1ncnc2c1ncn2[C@@H]1O[C@H](CNC(=O)[C@@H](N)COCc2ccccc2)[C@@H](O)[C@H]1O	.	-9.8%	1.3%	.	.
Cc1c(C)c(C)c(S(=O)(=O)NCCc2ccncc2)c(C)c1C	10.0%	-4.2%	i	2.0%	2.1%
CCn1c(COc2ccc(C)cc2)nnc1SCC(=O)NCc1ccco1	9.3%	0.2%	i	20.1%	-5.9%
CCn1c(SCC(=O)NCC(=O)Nc2ccc(F)cc2)nnc1-c1ccncc1	6.5%	0.0%	2.5%	-1.0%	-0.4%	inhibitors of VEEV 10K pilot screen=0.1
O=C(NC1CCN(C(=O)NCc2ccccc2)CC1)c1ccc(F)cc1	13.7%	5.3%	i	-2.1%	-0.7%
CCOC(=O)Cn1nc(C)n(-c2cccc(Cl)c2)c1=O	-6.7%	-0.5%	0.5%	-1.4%	-1.1%
CN1C(C(=O)Nc2ccc(F)cc2F)=CC(c2ccco2)=NS1(=O)=O	7.8%	-3.1%	0.6%	46.5%	-4.6%
CSCCC(NC(=O)OC(C)(C)C)C(=O)Oc1ccc2c(=O)c(-c3ccc4c(c3)OCCO4)coc2c1 (centres undefined)	-1.5%	9.7%	3.4%	16.9%	0.9%
CN(C)c1ccc(NC(=S)N(CCc2ccccc2)C2CC(=O)N(c3c(Cl)cccc3Cl)C2=O)cc1 (centres undefined)	-0.5%	13.4%	1.2%	22.9%	-4.1%
COc1ccc(NC(=O)N2CCC(c3ccccc3)C2)c(OC)c1 (centres undefined)	3.8%	6.4%	0.0%	.	-11.2%
COc1cccc(C(=O)NC2CCCc3c2cnn3-c2ccc(C)c(C)c2)c1OC (centres undefined)	-7.5%	1.8%	0.1%	17.1%	3.3%
CCO/C=N/Nc1nc(C(F)(F)F)nc2c1cnn2Cc1ccccc1	-10.1%	0.0%	0.9%	-7.2%	60.4%
CCn1c(SCc2nc3ccccc3c(=O)[nH]2)nnc1-c1cccnc1	4.2%	6.2%	1.9%	5.0%	3.2%
CN(CC(=O)Nc1ccccc1Br)C(=O)c1ccc(COc2ccccc2)cc1	-9.1%	11.4%	6.5%	13.5%	4.5%

Part of the list above in order of number of heavy atoms, lowest first:
SMILES	Salmonella PhoP GFP	H1N1 NS1A inhibition	inhibitors of VEEV	tuberculosis growth	M. tuberculosis HTS	others
CC(NCc1cccs1)C(=O)NC1CCCCC1 (centres undefined)	-2.4%	-14.7%	i	-4.5%	-2.2%
CCOC(=O)Cn1nc(C)n(-c2cccc(Cl)c2)c1=O	-6.7%	-0.5%	0.5%	-1.4%	-1.1%
COc1ccc(/C=C/C(=O)C2(O)CCCCC2)cc1OC	14.7%	1.9%	4.9%	12.7%	0.1%
O=[N+]([O-])c1cccc(CN2CCN(c3ncccn3)CC2)c1	-7.2%	1.0%	4.6%	6.9%	2.5%
CC(=O)Nc1ccc(NC(=O)c2ccc([N+](=O)[O-])cc2Cl)cc1	18.7%	-3.1%	i	16.8%	-3.7%
COc1ccc(NC(=O)N2CCC(c3ccccc3)C2)c(OC)c1 (centres undefined)	3.8%	6.4%	0.0%	.	-11.2%
CN1C(C(=O)Nc2ccc(F)cc2F)=CC(c2ccco2)=NS1(=O)=O	7.8%	-3.1%	0.6%	46.5%	-4.6%
CCO/C=N/Nc1nc(C(F)(F)F)nc2c1cnn2Cc1ccccc1	-10.1%	0.0%	0.9%	-7.2%	60.4%
Cc1ccc(CNC(=O)C2CCCN(S(=O)(=O)N3CCC(C)CC3)C2)cc1 (centres undefined)	6.0%	-4.2%	0.2%	28.6%	-3.5%
CCCCC(=O)NC1(C(F)(F)F)C(=O)N(Cc2ccco2)C(C)=C1C(=O)OC (centres undefined)	21.0%	9.6%	i	9.1%	3.2%
CCc1ccc(OC(=O)Cc2ccc(OC)c(S(=O)(=O)N3CCOCC3)c2)cc1	.	-2.9%	1.6%	13.8%	4.2%
CCN(CC)CCCNC(=O)c1cc(Nc2ccc(OC)cc2)nc2ccccc12	-15.8%	-6.3%	0.2%	-4.8%	-0.9%
CC(NC(=O)c1ccccc1F)c1nnc(SCC(=O)Nc2nnc(C3CC3)s2)n1C (centres undefined)	-10.6%	-2.5%	i	-10.0%	42.6%
Nc1ncnc2c1ncn2[C@@H]1O[C@H](CNC(=O)[C@@H](N)COCc2ccccc2)[C@@H](O)[C@H]1O	.	-9.8%	1.3%	.	.
CN(C)c1ccc(NC(=S)N(CCc2ccccc2)C2CC(=O)N(c3c(Cl)cccc3Cl)C2=O)cc1 (centres undefined)	-0.5%	13.4%	1.2%	22.9%	-4.1%
CSCCC(NC(=O)OC(C)(C)C)C(=O)Oc1ccc2c(=O)c(-c3ccc4c(c3)OCCO4)coc2c1 (centres undefined)	-1.5%	9.7%	3.4%	16.9%	0.9%

Carrying on.
SMILES	Salmonella PhoP GFP	H1N1 NS1A inhibition	inhibitors of VEEV	tuberculosis growth	M. tuberculosis HTS	others
CC1=CC(C)(C)N(C(=O)CCl)c2cc(C)ccc21	1.8%	-11.6%	0.9%	33.8%	63.4%
Cc1ccnc2nc(C(=O)Nc3ccc(N4CCOCC4)cc3)nn12	-1.5%	-6.2%	1.1%	-7.8%	-7.1%
CCOC(=O)C1(CC)NC(c2ccc(OC)c(OC)c2)C2C(=O)N(c3cccc(C(C)=O)c3)C(=O)C21 (centres undefined)	-4.0%	2.6%	3.5%	-14.0%	0.9%
Cc1ccc(NC(=O)c2c(C)nc(Nc3nc4ccccc4o3)nc2C)cc1	8.2%	2.5%	1.7%	5.5%	3.0%
COc1ccccc1CNC(=O)c1c(N)n(CCCN2CCOCC2)c2nc3ccccc3nc12	.	-42.3%	i	.	.
O=C1Nc2ccccc2N=C(c2ccccc2)c2ccccc21	1.2%	.	3.9%	-0.7%	0.9%
CCOC(=O)C1CCN(C(=O)C2(NC(=O)Nc3ccc(F)cc3F)CCCCC2)CC1	-5.7%	-7.1%	0.7%	-12.2%	0.0%
Cc1cc(N=Cc2cc(Cl)ccc2O)no1	-7.2%	5.8%	0.5%	0.8%	-10.8%
CCOc1cc(CNC2CCCC2)cc(Cl)c1OCc1ccc(F)cc1	6.5%	4.8%	i	?	-4.3%
COc1ccc([C@@H]2[C@@H]3C(=O)N(C(C)(C)C)C(=O)[C@@H]3[C@]3(Cc4ccccc4)C(=O)N(c4cccc(C)c4)C(=O)N23)cc1	5.3%	-3.6%	0.7%	28.3%	1.1%	inhibitors of VEEV 10K pilot screen=1.1
Nc1cc(C(=O)OCC(=O)NNC(=O)c2ccccc2)ccc1Cl	-3.0%	-1.7%	2.5%	-9.3%	35.4%
CCCCNC(=O)c1cc2c(=O)n3cccc(C)c3nc2n(Cc2ccncc2)c1=N	-6.2%	1.8%	2.0%	-12.1%	-0.8%
CCN1C(=O)C(c2ccc(O)cc2)(c2ccc(O)cc2)c2ccccc21	-1.8%	0.9%	i	0.7%	-0.7%
CSc1ccc(CN2CCC(n3nccc3NC(=O)CCCc3ccccc3)CC2)cc1	-6.0%	4.3%	i	37.0%	45.8%
O=C(NCc1ccco1)c1cccc(NS(=O)(=O)c2ccccc2F)c1	-9.9%	23.7%	i	5.7%	7.2%
CN(CCN1CCc2ccccc2C1)Cc1nc(-c2ccc3c(c2)OCO3)no1	7.3%	5.1%	0.6%	58.4%	61.5%
